hcDAF-12 act: H. contortus DAF-12 nuclear receptor activators, primary screen, cell-based, luminescence, HEK293, lit1-tk-luc reporter | HEK293 hcDAF-12 lit1-tk-luc reporter; 0% DMSO, 100% Δ7-dafachronic acid | activation, % at 6.8 µM | 370,000 compounds, 1.4% hits | AID 652067, 2013;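 active means activation above the mean of all tested compounds plus 3 SD, cut at about 5.5% in these data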;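 further: 100% = response to 3 µM Δ7-dafachronic acid high control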
hgDAF12 agonist: H. glycines DAF-12 receptor agonists, primary screen, cell-based, luminescence, HEK293, GAL4 fusion, UAS-luciferase | Nuclear hormone receptor DAF-12 (Heterodera glycines), GAL4 fusion | HEK293 GAL4-hgDAF12 UAS-luciferase reporter, agonist luminescence; normalized to butyrate control | activation, % at 6.8 µM | 370,000 compounds, 1.8% hits;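 active means activation above a cutoff set at the mean of all screened compounds plus 3 SD, cut at about 10% in these data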;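 further: 0% = DMSO wells and 100% = sodium butyrate wells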
ADAM10 inh: human ADAM10 inhibitors, primary screen, biochemical, QFRET, HTS; recombinant ADAM10, EDANS/DABCYL FRET peptide cleavage, 3 h; 370,000 compounds, 0.62% hits; Disintegrin and metalloproteinase domain-containing protein 10 (Homo sapiens), O14672; inhibition, % at 7 µM;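 active means inhibition above a per-campaign cutoff equal to the mean of compounds falling between control-based bounds plus 3 SD, cut at about 20% in these data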;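 further: 0% = DMSO wells while the 100% control is not disclosed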
Target sequence (O14672 214-748 limits assumed): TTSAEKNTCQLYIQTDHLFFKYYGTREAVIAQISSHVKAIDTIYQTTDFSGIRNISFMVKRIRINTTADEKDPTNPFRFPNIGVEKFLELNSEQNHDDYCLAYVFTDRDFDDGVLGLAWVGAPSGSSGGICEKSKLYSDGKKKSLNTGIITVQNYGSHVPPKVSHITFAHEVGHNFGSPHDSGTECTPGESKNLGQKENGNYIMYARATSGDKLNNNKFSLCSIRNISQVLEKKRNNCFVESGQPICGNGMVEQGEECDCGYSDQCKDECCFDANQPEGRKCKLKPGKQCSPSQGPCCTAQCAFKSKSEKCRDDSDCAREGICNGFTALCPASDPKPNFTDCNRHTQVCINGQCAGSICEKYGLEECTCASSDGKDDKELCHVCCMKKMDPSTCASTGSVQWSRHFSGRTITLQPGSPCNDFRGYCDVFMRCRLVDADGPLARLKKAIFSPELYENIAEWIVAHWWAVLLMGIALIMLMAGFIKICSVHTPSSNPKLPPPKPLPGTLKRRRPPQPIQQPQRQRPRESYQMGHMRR
PLC-beta3 inh: human PLC-beta3 inhibitors, primary screen, biochemical, fluorescence; AID 720704, 2013; Purified PLC-beta3, fluorogenic substrate; 370,000 compounds, 0.18% hits; inhibition, % at 12.2 µM; 1-phosphatidylinositol 4,5-bisphosphate phosphodiesterase beta-3 (Homo sapiens), Q01970; in the data active means inhibition above about 11%;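 further: 0% = median of compound wells on plate and 100% = full blocker control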
DAX1 inh-1: DAX1 (NR0B1) inhibitors on StAR promoter, primary screen, cell-based, luminescence, SF-1 (NR5A1), full-length DAX-1; HEK293T StAR-luciferase reporter, SF-1/DAX-1 repression relief; inhibition, % at 6.8 µM; 370,000 compounds, 1.1% hits; AID 652010, 2013;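 active means inhibition above the mean over all tested compounds plus 3 SD, cut at about 3.6% in these data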;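 further: 0% = DAX-1 cells with DMSO and 100% = cells lacking DAX-1 with DMSO; higher inhibition means more luminescence from relief of DAX-1 repression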
HGIII-sPLA2 inh: human group III sPLA2 inhibitors, primary screen, biochemical, QFRET, BODIPY PC-A2 liposome substrate; Group 3 secretory phospholipase A2 (Homo sapiens), Q9NZ20; QFRET BODIPY PC-A2 liposome hydrolysis, fluorescence; inhibition, % at 12.2 µM; 370,000 compounds, 0.56% hits; AID 743126, 2013;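 active means inhibition above mean plus 3 SD of compounds lying within the high and low control bounds, cut at about 19% in these data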;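 further: 0% = median of test compound wells and 100% = no enzyme DMSO wells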
Target sequence (Q9NZ20 whole entry, looked up): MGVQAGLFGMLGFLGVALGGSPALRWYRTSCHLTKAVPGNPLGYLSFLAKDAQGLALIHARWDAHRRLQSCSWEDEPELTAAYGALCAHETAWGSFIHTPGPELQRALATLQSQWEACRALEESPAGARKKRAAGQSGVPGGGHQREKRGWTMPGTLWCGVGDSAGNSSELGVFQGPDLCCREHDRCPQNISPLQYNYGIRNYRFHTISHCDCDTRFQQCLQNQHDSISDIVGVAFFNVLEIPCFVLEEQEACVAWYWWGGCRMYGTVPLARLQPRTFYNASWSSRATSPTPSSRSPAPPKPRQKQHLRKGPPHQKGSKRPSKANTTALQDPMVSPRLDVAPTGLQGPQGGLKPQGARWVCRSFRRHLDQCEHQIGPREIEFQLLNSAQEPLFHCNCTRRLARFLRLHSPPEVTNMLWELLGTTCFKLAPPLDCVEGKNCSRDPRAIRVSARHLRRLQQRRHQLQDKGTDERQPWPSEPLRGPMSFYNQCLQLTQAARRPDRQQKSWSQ
ssDAF12 agonist: S. stercoralis DAF-12 nuclear receptor activators, primary screen, cell-based, luminescence, HEK293, GRIP1 co-expression, lit1-tk-luc; Nuclear hormone receptor DAF-12 (Strongyloides stercoralis); HEK293 ssDAF-12/GRIP1 lit1-tk-luc reporter; % of 3 µM dafachronic acid response; activation, % at 6.8 µM; 370,000 compounds, 1% hits;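 active means activation above the mean over all tested compounds plus 3 SD, cut at about 0.9% in these data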;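 further: 0% = DMSO-only wells and 100% = 3 µM delta7-dafachronic acid wells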
DAX1 inh-2: DAX1 (NR0B1) inhibitors, primary screen, cell-based, HEK293, Gal4-DAX1, luciferase luminescence | Nuclear receptor subfamily 0 group B member 1 (Homo sapiens), P51843 | HEK293 Gal4-DAX1 luciferase reporter | inhibition, % at 6.75 µM | 340,000 compounds, 0.99% hits | AID 504766, 2011;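 active means inhibition above the mean over all tested compounds plus 3 SD, cut at about 4.2% in these data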;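 further: 0% = DAX1-transfected cells with DMSO and 100% = empty-vector control cells with DMSO; inhibition shows as a rise in luminescence from relieved DAX1 repression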
GAA850 FXN act: FXN promoter activators, primary screen, cell-based, luciferase luminescence, HEK293 lucGAA850; 360,000 compounds, 0.56% hits; activation, % at 6 µM; AID 540364, 2011; HEK293 lucGAA850 FXN promoter luciferase reporter, 24 h; percent of 10 µM SAHA response;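 active means activation above the average of all compounds screened plus 3 SD, cutoff fixed separately per campaign, cut at about 7.5% in these data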;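 further: 0% = DMSO wells and 100% = 10 µM SAHA wells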
PLC-gamma1 inh: PLC-gamma1 enzyme inhibitors, primary screen, biochemical, fluorescence, purified enzyme; fluorogenic substrate; 370,000 compounds, 0.84% hits; inhibition, % at 12.2 µM; in the data active means inhibition above about 9.5%
ADAM17 inh: ADAM17 inhibitors, primary screen, biochemical, QFRET. Disintegrin and metalloproteinase domain-containing protein 17 (Homo sapiens), P78536. inhibition, % at 6.95 µM. AID 720648, 2013. 370,000 compounds, 0.83% hits. recombinant ADAM17, EDANS/DABCYL FRET peptide cleavage;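 active means inhibition above the mean of compounds lying between control limits plus 3 SD, set per campaign, cut at about 8.5% in these data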;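 further: 0% = DMSO-only wells as the low control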
An asterisk follows results filed as active; x = not tested or not shown. Hits appear at their usual frequency; about 6.9% have a hit in one of these screens.

The line under a structure holds: hcDAF-12 act | hgDAF12 agonist | ADAM10 inh | PLC-beta3 inh | DAX1 inh-1 | HGIII-sPLA2 inh | ssDAF12 agonist | DAX1 inh-2 | GAA850 FXN act | PLC-gamma1 inh | ADAM17 inh
> Cc1cccc(C(=O)OCC(=O)Nc2c(C)n(C)n(-c3ccccc3)c2=O)c1O
  0.1 | -0.1 | -5 | -9 | 0.3 | -6 | -1.5 | 0.0 | -0.3 | -28 | -6
> N#Cc1ccc(C23CC4(C2)[C@H](CN(Cc2ccc(-c5ccccc5)cc2)[C@@H]4c2ccccc2)C3c2ccccc2)cc1 (stereo not given in full)
  -0.3 | -1.1 | 1 | 2 | -0.7 | 6 | -1.4 | 1.1 | -1.1 | 0 | 1
> CC(=O)c1cccc(OCC(O)CNCC2CCCCC2)c1 (stereo not given)
  -0.2 | 0.7 | 5 | 6 | 0.3 | 0 | -1.6 | 2.6 | -0.9 | 6 | 0
> CCOCCCNC(=S)N1CCN(c2nc(-c3ccc(F)cc3)cs2)CC1
  -5.9 | -8.1 | 12 | -5 | -1.7 | -2 | -2.7 | -5.7 | -1.9 | 2 | 1
> COc1ccc(S(=O)(=O)Nc2ccccc2-c2nnn(CC(=O)Nc3ccccc3OC)n2)cc1
  -0.5 | -2.1 | 1 | 3 | -1.2 | -21 | -1.9 | -1.7 | 0.0 | 6 | 4
> CCN1C(=O)[C@H]2[C@@H](c3ccc(-c4ccc(Cl)c(Cl)c4)c(OC)c3)N3CCCC[C@@]3(C(=O)OC)[C@H]2C1=O
  0.6 | -0.7 | -2 | 5 | -0.3 | -15 | -1.1 | -0.2 | 0.2 | 3 | 0
> O=S(=O)(Nc1cccc(S(=O)(=O)N2CCCC2)c1)c1ccc(Cl)s1
  -0.8 | 0.0 | -6 | -3 | -0.9 | -19 | -1.1 | 1.1 | 0.3 | -1 | -4
> COc1cccc(NC(=O)NC2CC(=O)N(c3ccc4c(c3)OCCO4)C2)c1 (stereo not given)
  -0.2 | 2.1 | -3 | -2 | -0.4 | -4 | -0.7 | -1.6 | 0.9 | -1 | 0
> CC(C)C(OC(=O)c1cccs1)C(=O)NCCc1ccccc1 (stereo not given)
  -0.9 | 1.9 | 0 | -8 | -0.4 | 4 | -1.1 | -0.8 | -0.5 | -1 | -5
> CC(=O)Nc1ccc(S(=O)(=O)NCC2CCC(C(=O)N3CCCCCC3)CC2)cc1 (stereo not given)
  -1.1 | -0.3 | -7 | -1 | 0.1 | -6 | -1.5 | -0.2 | 0.3 | 2 | 0
> Cc1ccc(-c2noc(CN3CCN(C(c4ccccc4)c4ccccc4)CC3)n2)cc1
  -0.1 | 1.5 | 0 | 0 | -0.2 | 2 | -1.2 | -0.5 | 0.9 | -1 | 0
> CC(C)c1ccc(-n2cccc2/C=C2/C(=N)N3C=CSC3=NC2=O)cc1
  3.0 | 2.3 | 2 | -7 | 0.0 | -10 | -0.8 | -3.1 | 0.8 | -5 | 2
> O=C(NCc1ccccc1)c1cc(C2COCCN2C(=O)c2ccc(Cl)cc2)on1 (stereo not given)
  0.1 | 0.4 | 0 | 4 | -0.5 | 0 | -1.8 | x | -0.2 | 2 | 1
> O=C(CSc1nnc(-c2ccco2)o1)c1ccccc1Cl
  -0.2 | 1.2 | 1 | -5 | -0.8 | -46 | -1.5 | -1.3 | 2.5 | -1 | -1
> O=C(O)C1C2C=CC(O2)C1C(=O)NC1CCCc2ccccc21 (stereo not given)
  0.2 | -1.6 | -12 | 0 | -0.2 | 6 | -1.4 | -0.3 | 0.1 | 0 | -4
> CCSc1nnc2ccc(-c3ccco3)nn12
  -0.8 | -2.6 | -7 | -14 | -0.2 | 16 | -1.5 | 0.1 | 1.2 | -5 | -6
> N#CC12C(N)=NC3(OCCO3)C1(C#N)C1=C(CCC1)NC2c1ccccc1 (stereo not given)
  1.7 | -2.8 | -240 | -100 | -0.6 | 0 | -1.2 | 0.1 | 1.9 | -81 | -84
> CCOc1ccc(N(CC(=O)NCCc2ccccc2)C(=O)c2csnn2)cc1
  1.6 | 2.2 | -10 | -6 | 1.7 | 14 | 0.4 | 1.0 | -0.5 | 11* | -1
> CCN(CC)CCNC(=S)Nc1ccc2nc(N3CCN(CC)CC3)cc(C)c2c1
  1.7 | 0.6 | -83 | -76 | 1.0 | 16 | -0.8 | 2.1 | -1.6 | -58 | -44
> COC(=O)/C=C/c1cc(F)ccc1S(=O)(=O)NC(C)(C)C
  -0.8 | 0.0 | 5 | 3 | 0.0 | 5 | -1.7 | -0.8 | -0.2 | 4 | 1
> Cn1c(=O)[nH]c2c(Br)nccc21
  -0.5 | -1.0 | 1 | 3 | -0.9 | 4 | -1.2 | x | x | 2 | 1
> C[n+]1ccn(CC(=O)c2cccs2)c1
  -1.0 | 2.1 | 3 | -6 | -0.1 | 1 | -0.1 | 1.1 | 1.1 | -2 | 0
> CCOC(=O)C1(Cc2cccc(OC)c2)CCN(Cc2cccc3cnccc23)CC1
  -2.6 | -0.3 | -2 | -13 | -0.6 | -2 | -0.8 | -2.1 | -0.3 | -10 | 3
> CCN1CCN(S(=O)(=O)c2cc(C)c(OC)cc2C)CC1
  0.5 | -0.1 | 1 | 5 | -0.3 | 6 | -1.8 | 0.6 | -2.8 | 1 | 0
> CN(Cc1cc2ccccc2[nH]c1=O)S(C)(=O)=O
  -1.1 | 1.0 | -13 | 1 | 0.1 | 2 | -1.3 | -1.2 | -0.6 | 0 | -11
> Cc1ccc(-c2csc3nc(SCC(=O)N(C)C)n(Cc4ccccc4)c(=O)c23)cc1
  -1.3 | 2.4 | 2 | -1 | -0.5 | -1 | -1.6 | -1.8 | -5.3 | 1 | -2
> NC(=O)C1(C(=O)O)OC1(c1ccc(Cl)cc1)c1ccccc1Cl (stereo not given)
  0.7 | -1.6 | -21 | 0 | 0.7 | 12 | -1.1 | -0.3 | 0.5 | 3 | 2
> COC(=O)Nc1nnc(-c2ccccc2OC)s1
  4.9 | 5.5 | -121 | -16 | 0.8 | 1 | 0.4 | 2.3 | 7.0 | -6 | -46
> Cc1ccccc1N1CCN(C2=Nc3ccccc3Sc3ccccc32)CC1
  -3.3 | -7.2 | -6 | -3 | -1.3 | 5 | -1.9 | x | x | 1 | -2
> Cc1[nH]n(-c2ccccc2)c(=O)c1C=NC1CCCCCC1
  -0.1 | 3.9 | -4 | -2 | 1.3 | 2 | -1.6 | 5.5* | 2.9 | 4 | 2
> CC(=O)Nc1ccc(N2CCOCC2)c(C(=O)Nc2cccc(C)c2)c1
  0.6 | -0.3 | 1 | -7 | -0.3 | 2 | -1.5 | -1.1 | 0.1 | -1 | -2
> COC(=O)CNC(=O)C1CCN(S(=O)(=O)c2cccc3nsnc23)CC1
  0.8 | 1.8 | -1 | -6 | 0.0 | -3 | -0.9 | -0.6 | -0.8 | 0 | 2
> COC(=O)[C@]12C[C@H](CC(=O)NCC34CC5CC(CC(C5)C3)C4)C(=O)N(CCc3ccc(OC)c(OC)c3)C1=C[C@H](C(C)(C)C)O[C@@H]2C
  -1.9 | -2.0 | 16 | 5 | -1.9 | -17 | -1.7 | x | x | -1 | 6
> COc1cccc(CN(C)C(=O)CC23CC4CC(CC(C4)C2)C3)c1OC
  -1.4 | -2.3 | 0 | -11 | -0.2 | -1 | -0.8 | 0.6 | 1.6 | -3 | -2
> CC(C)NC(=O)c1ccc2c(=O)n(CC3CCCO3)c(=S)[nH]c2c1 (stereo not given)
  -1.2 | -3.1 | 4 | 0 | -0.5 | 8 | -1.5 | 0.3 | -0.9 | 1 | -4
> O=C(CN1CCN(c2ccccn2)CC1)Nc1ccc2ccccc2c1
  1.3 | 3.8 | 8 | -4 | -0.3 | -8 | -0.2 | 0.8 | -0.4 | -4 | -3
> CC(C)CC(=O)Nc1ncnc2c1C(=O)CC(C)(C)C2
  0.2 | 4.2 | 2 | 4 | 0.1 | 4 | -0.8 | 0.7 | -1.2 | 0 | -8
> O=C1N2CCSC2=NC1(Nc1ccccn1)C(F)(F)F (stereo not given)
  -0.1 | 0.9 | 12 | -1 | 0.4 | 1 | -1.3 | 1.1 | -0.8 | 5 | 4
> O=C1c2ccccc2C(=O)C12OC(c1ccccc1)C1(C(=O)c3ccccc3C1=O)C2c1cccc([N+](=O)[O-])c1 (stereo not given)
  1.7 | -0.2 | -3 | 3 | 0.7 | -3 | -1.2 | x | x | 2 | -1
> O=C(CNC(=O)c1ccc(Br)o1)Nc1cccc(S(=O)(=O)N2CCCC2)c1
  -2.0 | -1.2 | -12 | -7 | -1.1 | -1 | -1.3 | 0.6 | 0.5 | 3 | -3
> O=C(Nc1cccc(Cl)c1)OCc1cncs1
  1.0 | 1.6 | -1 | -2 | 0.1 | -9 | -1.4 | 1.6 | 0.5 | -1 | -3
> CCN(CC(=O)Nc1ccc(NC(C)=O)cc1)C(=O)C1CCN(C(=O)c2ccccc2C)CC1
  -0.4 | -0.9 | -6 | -2 | -0.3 | 5 | -0.5 | 0.8 | 1.6 | -2 | -1
> NC1=NC(c2cn(-c3ccccc3)nc2-c2cccs2)n2c(nc3ccccc32)N1 (stereo not given)
  0.0 | 1.1 | 6 | -1 | 0.0 | -14 | -1.4 | 0.4 | 3.1 | 0 | 2
> COC(=O)c1cc(-c2ccc(Cl)s2)c(=O)n2c1CCC2
  6.5* | 1.8 | -417 | -96 | 0.9 | 0 | -1.1 | x | x | -80 | -99
> O=C(Cn1cnc2ccccc21)NCCCN1CCOCC1
  0.0 | 3.7 | 2 | 6 | 0.4 | 6 | -0.7 | 1.2 | 0.1 | 5 | 1

Screens (PubChem BioAssay)
